Screening results deposited in PubChem BioAssay by several laboratories.
CSN deneddyl inh: inhibitors of human CSN-mediated cullin deneddylation | Q92905 | Purified CSN, SCF-Nedd8-OG deneddylation, fluorescence polarization | inhibition, % at 12.5 µM | actives 0.38% (n = 360,000) | AID 651999;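 active = pattern-corrected inhibition above about 35%, with an unprinted fluorescence ratio check between 0.5 and 1.5, limit read from the data, passing the limit was not always enough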;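 also: 0% = enzyme with substrate and 100% = substrate without enzyme; some results filed as inactive read as strong as hits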
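Assay system: purified human Csn5 enzyme expressed in HEK293T cells; measure: % inhibition; also added: SCFSkp2-Nedd8OG substrate at 10 nM final; technique: fluorescence polarization; times: reaction 90 min, room temperature; medium: Tris buffer pH 7.5, NaCl, DTT, Tween-20, trehalose, ovalbumin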
FAS-TE inh: inhibitors of human fatty acid synthase thioesterase domain; recombinant FAS-TE, OMFH fluorogenic substrate, fluorescence endpoint; inhibition, % at 15 µM; actives 0.67% (n = 360,000); AID 602261;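 active = compounds whose normalised, plate-corrected inhibition of enzyme fluorescence in the single-dose primary screen is 50% or more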;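 also: 0% = DMSO with enzyme and 100% = substrate without enzyme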
SKN-1 inh: C. elegans SKN-1 inhibition | C. elegans VP596 Pgst-4::GFP/RFP ratio, acrylamide-induced, 24 h | inhibition, % at 21.8 µM | actives 0.49% (n = 360,000) | AID 624304;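 active = interference check ratio from 0.5 to 1.5 plus GFP to RFP signal ratio inhibition reaching or exceeding a fixed threshold, cut at about 30% in these data, passing the limit was not always enough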; also: some compounds called inactive have numbers as strong as hits
Rin1 Abl inh: blocks binding of human Rin1 to Abl. inhibition, % at 7.35 µM. TR-FRET Rin1/Abl binding, biochemical. actives 0.4% (n = 360,000). AID 588664. P00519+Q13671; in the data active = inhibition above about 5%, passing the limit was not always enough
Target sequence (P00519 whole entry, looked up): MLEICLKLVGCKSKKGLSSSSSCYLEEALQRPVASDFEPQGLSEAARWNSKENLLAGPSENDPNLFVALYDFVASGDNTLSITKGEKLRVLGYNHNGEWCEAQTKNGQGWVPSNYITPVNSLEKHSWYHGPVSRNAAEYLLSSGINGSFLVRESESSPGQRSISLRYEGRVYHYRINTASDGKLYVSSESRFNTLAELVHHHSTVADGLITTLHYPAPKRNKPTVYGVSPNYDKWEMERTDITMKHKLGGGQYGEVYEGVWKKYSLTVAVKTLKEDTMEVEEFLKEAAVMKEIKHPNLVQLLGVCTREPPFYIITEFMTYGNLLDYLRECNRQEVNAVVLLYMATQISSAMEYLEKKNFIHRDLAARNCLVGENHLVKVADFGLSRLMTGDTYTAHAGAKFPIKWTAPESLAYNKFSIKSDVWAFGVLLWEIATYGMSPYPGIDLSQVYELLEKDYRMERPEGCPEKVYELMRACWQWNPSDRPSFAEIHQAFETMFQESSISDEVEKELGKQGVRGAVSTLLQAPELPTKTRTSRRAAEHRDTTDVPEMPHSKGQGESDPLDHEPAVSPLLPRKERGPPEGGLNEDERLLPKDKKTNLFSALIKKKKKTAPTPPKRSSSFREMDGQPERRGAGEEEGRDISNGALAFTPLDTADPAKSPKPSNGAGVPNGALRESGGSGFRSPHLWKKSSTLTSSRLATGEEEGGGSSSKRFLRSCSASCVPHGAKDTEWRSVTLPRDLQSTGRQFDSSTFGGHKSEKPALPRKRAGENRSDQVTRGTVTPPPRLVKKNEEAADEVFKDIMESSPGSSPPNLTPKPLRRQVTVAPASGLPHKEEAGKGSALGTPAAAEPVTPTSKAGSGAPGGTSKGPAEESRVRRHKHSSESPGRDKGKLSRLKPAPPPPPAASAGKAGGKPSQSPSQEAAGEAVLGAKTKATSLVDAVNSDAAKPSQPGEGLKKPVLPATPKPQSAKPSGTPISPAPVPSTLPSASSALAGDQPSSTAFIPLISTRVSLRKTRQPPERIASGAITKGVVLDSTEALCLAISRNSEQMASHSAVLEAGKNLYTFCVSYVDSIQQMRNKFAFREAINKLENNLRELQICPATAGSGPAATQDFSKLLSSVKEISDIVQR
Target sequence (Q13671 whole entry, looked up): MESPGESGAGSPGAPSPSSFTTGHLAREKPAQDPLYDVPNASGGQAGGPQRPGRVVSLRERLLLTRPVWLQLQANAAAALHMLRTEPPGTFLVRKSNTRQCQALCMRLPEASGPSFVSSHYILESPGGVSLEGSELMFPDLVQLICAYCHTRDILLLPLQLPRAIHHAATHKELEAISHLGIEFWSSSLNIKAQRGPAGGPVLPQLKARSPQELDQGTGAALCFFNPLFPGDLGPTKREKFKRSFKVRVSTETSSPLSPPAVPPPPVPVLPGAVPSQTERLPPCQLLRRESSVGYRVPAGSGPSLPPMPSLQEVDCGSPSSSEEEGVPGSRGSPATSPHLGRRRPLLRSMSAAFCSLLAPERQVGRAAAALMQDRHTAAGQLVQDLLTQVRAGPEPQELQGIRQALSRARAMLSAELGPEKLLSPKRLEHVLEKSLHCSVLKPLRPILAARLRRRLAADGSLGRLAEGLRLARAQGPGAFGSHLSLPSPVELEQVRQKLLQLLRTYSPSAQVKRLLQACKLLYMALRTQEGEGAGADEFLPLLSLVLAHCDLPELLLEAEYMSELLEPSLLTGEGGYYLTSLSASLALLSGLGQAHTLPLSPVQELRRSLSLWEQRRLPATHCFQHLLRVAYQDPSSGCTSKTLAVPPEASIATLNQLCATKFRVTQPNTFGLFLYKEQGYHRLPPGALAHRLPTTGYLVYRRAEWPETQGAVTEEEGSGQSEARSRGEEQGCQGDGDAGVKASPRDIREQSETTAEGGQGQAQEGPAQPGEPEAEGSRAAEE
MT1-MMP act inh: MT1-MMP (human) activation inhibition | P50281 | HT1080 RFP-PRO-GFP cells, GFP/RFP ratio fluorescence, overnight; percent of plate control window, DMSO zero | GFP/RFP ratio change, % at 20 µM | actives 0.061% (n = 360,000) | AID 651647;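 active = GFP/RFP ratio change of at least 30% with cell ATP level not reduced by more than half and red fluorescence within 50% of control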; also: strong numbers were not always called active
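Assay system: RFP-PRO-GFP reporter HT1080 cells; read-out basis: GFP/RFP fluorescence ratio; benchmarks: DMSO wells and RFP-L50D-GFP cells; doses: 20 µM single dose, 1% DMSO; schedule: overnight cell settling, then overnight compound exposure, 37 °C, 5% CO2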
Neddyl block: inhibitors of human cullin neddylation. actives 0.58% (n = 360,000). AID 651699. TR-FRET cullin neddylation, biochemical. calls only at 25 µM. P61081+Q13564; in the data active = inhibition above about 36%
NadD block: blocks S. aureus nicotinate mononucleotide adenylyltransferase; purified NadD enzyme, colorimetric absorbance read-out; AID 602399; inhibition, % at 20 µM; actives 0.78% (n = 360,000); in the data active = inhibition above about 26%; also: some compounds past the cut are filed as inactive
Rpn11 inh: Rpn11 (human) deubiquitinase inhibition. O00487. human 26S proteasome, Ub4-pepOG fluorescence polarization; 20S core pre-blocked with epoxomicin. calls only at 20 µM. actives 0.59% (n = 360,000). AID 588493;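 active = inhibition at 20 µM, scaled to each plate's controls, above about 33%, limit read from the data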
MLLE-PAM2 inh: inhibitors of microRNA-mediated deadenylation, human PABP1 MLLE binding. P11940. GST-MLLE / FITC-PAM2 fluorescence polarization. inhibition, % at 20 µM. actives 0.36% (n = 360,000); in the data active = inhibition above about 35%, passing the limit was not always enough;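 also: plate controls were DMSO wells with GST-MLLE for no effect and wells lacking GST-MLLE protein for full effect; some results filed as inactive read as strong as hits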
Numbers without * were called inactive.

CCOC(=O)N1CCN(C(=O)CSc2nnc(-c3cccc(OC)c3)o2)CC1 was read as CSN deneddyl inh -3, FAS-TE inh -5, SKN-1 inh 26, Rin1 Abl inh 0, MT1-MMP act inh 4, Neddyl block inactive, NadD block 1, Rpn11 inh inactive and MLLE-PAM2 inh -37.
For CCOc1ccc(S(=O)(=O)Nc2cccc(N(C)S(C)(=O)=O)c2)cc1 the results were CSN deneddyl inh 0, FAS-TE inh -4, SKN-1 inh 19, Rin1 Abl inh -2, MT1-MMP act inh -5, Neddyl block inactive, NadD block 2, Rpn11 inh inactive and MLLE-PAM2 inh -8.
Screening Cc1cc(C)cc(N=c2c([N+](=O)[O-])nn(-c3ccc(Cl)cc3)n2O)c1 returned CSN deneddyl inh 4, FAS-TE inh 15, SKN-1 inh 8, Rin1 Abl inh -2, MT1-MMP act inh -3, Neddyl block inactive, NadD block -5, Rpn11 inh inactive and MLLE-PAM2 inh -8.
CC(C)c1nc2oc3ccccc3c(=O)c2c(=O)n1-c1ccccc1 was read as CSN deneddyl inh -2, FAS-TE inh -5, SKN-1 inh 4, Rin1 Abl inh 5, MT1-MMP act inh -4, Neddyl block inactive, NadD block 0, Rpn11 inh inactive and MLLE-PAM2 inh 5.
`Cn1ccnc1SCC(=O)Nc1ccc(Cl)cn1` gave CSN deneddyl inh 0, FAS-TE inh -11, SKN-1 inh 4, Rin1 Abl inh -3, MT1-MMP act inh -2, Neddyl block inactive, NadD block 1, Rpn11 inh inactive and MLLE-PAM2 inh 19.
`O=C(Nc1ccc(Br)cc1)c1cnccn1` gave CSN deneddyl inh 2, FAS-TE inh 1, SKN-1 inh 8, Rin1 Abl inh 6, MT1-MMP act inh -3, Neddyl block inactive, NadD block 7, Rpn11 inh inactive and MLLE-PAM2 inh -3.
`COc1ccc(CCNC(=O)CSc2nc3ncccc3[nH]2)c(OC)c1` gave CSN deneddyl inh -6, FAS-TE inh -9, SKN-1 inh 0, Rin1 Abl inh 2, MT1-MMP act inh 4, Neddyl block inactive, NadD block -6, Rpn11 inh inactive and MLLE-PAM2 inh -27.
For COc1ccccc1N1CCN(S(=O)(=O)c2cccc3nsnc23)CC1 the results were CSN deneddyl inh 1, FAS-TE inh 13, SKN-1 inh -11, Rin1 Abl inh -7, MT1-MMP act inh 3, Neddyl block inactive, NadD block 0, Rpn11 inh inactive and MLLE-PAM2 inh 3.
COc1cccc(C(C(=O)NCc2ccco2)N(C(=O)Cn2nnc3ccccc32)C2CC2)c1OC (centres undefined) was read as CSN deneddyl inh 0, FAS-TE inh -1, SKN-1 inh -8, Rin1 Abl inh -1, MT1-MMP act inh -1, Neddyl block inactive, NadD block -2, Rpn11 inh inactive and MLLE-PAM2 inh 5.
For O=C(COc1ccc(Br)cc1)OCC(=O)N1CCOCC1 the results were CSN deneddyl inh 0, FAS-TE inh -6, SKN-1 inh 11, Rin1 Abl inh 1, MT1-MMP act inh 5, Neddyl block inactive, NadD block 0, Rpn11 inh inactive and MLLE-PAM2 inh 11.
Oc1cc2ccccc2cc1-c1nnc2n1-c1ccccc1SC2 was read as CSN deneddyl inh 2, FAS-TE inh -1, SKN-1 inh 18, Rin1 Abl inh 2, MT1-MMP act inh -3, Neddyl block inactive, NadD block 10, Rpn11 inh inactive and MLLE-PAM2 inh 1.
Screening CN(Cc1ccc(Cl)c(Cl)c1)C(c1cc2ccccc2o1)c1nnnn1C(C)(C)C (centres undefined) returned CSN deneddyl inh 2, FAS-TE inh 25, SKN-1 inh 16, MT1-MMP act inh -12, Neddyl block inactive and NadD block -8.
`COc1cc(C(=O)N/N=c2/sc3ccccc3n2C)cc(OC)c1OC` gave CSN deneddyl inh 1, FAS-TE inh -4, SKN-1 inh 5, Rin1 Abl inh 1, MT1-MMP act inh 2, Neddyl block inactive, NadD block -1, Rpn11 inh inactive and MLLE-PAM2 inh 6.
CCCC1C2C(=O)N(c3ccc(OC)cc3)C(=O)C2ON1c1ccccc1 (centres undefined) was read as CSN deneddyl inh -1, FAS-TE inh -4, SKN-1 inh -4, Rin1 Abl inh 1, MT1-MMP act inh 5, Neddyl block inactive, NadD block -2, Rpn11 inh inactive and MLLE-PAM2 inh 1.
CC1CCN(S(=O)(=O)c2ccc(C(=O)NCc3ccco3)cc2)CC1 was read as CSN deneddyl inh -1, FAS-TE inh 2, SKN-1 inh 4, Rin1 Abl inh -5, MT1-MMP act inh -2, Neddyl block inactive, NadD block -4, Rpn11 inh inactive and MLLE-PAM2 inh 7.
For COC(=O)[C@@]12C[C@@H](CC(=O)NCCCN3CCCC3=O)C(=O)N(CCc3ccc(OC)c(OC)c3)C1=CCC(C)(C)C2 the results were CSN deneddyl inh 1, SKN-1 inh -12, MT1-MMP act inh 3 and Neddyl block inactive.
Screening CCCc1[nH]nc2c1C1(CCN(C(=O)OCc3ccccc3)CC1)C(C#N)=C(N)O2 returned CSN deneddyl inh 0, FAS-TE inh 10, SKN-1 inh -3, Rin1 Abl inh 1, MT1-MMP act inh -6, Neddyl block inactive, NadD block 2, Rpn11 inh inactive and MLLE-PAM2 inh 4.
`Cc1ccc(C)c(S(=O)(=O)N2CCN(C(=O)c3cnccn3)CC2)c1` gave CSN deneddyl inh 1, FAS-TE inh -6, SKN-1 inh 8, Rin1 Abl inh 0, MT1-MMP act inh -2, Neddyl block inactive, NadD block -5, Rpn11 inh inactive and MLLE-PAM2 inh 4.
`O=C(CSc1nnc(CNc2ccccc2)o1)c1ccc2c(c1)OCCO2` gave CSN deneddyl inh 5, FAS-TE inh 2, SKN-1 inh 19, Rin1 Abl inh 2, MT1-MMP act inh 9, Neddyl block inactive, NadD block 1, Rpn11 inh inactive and MLLE-PAM2 inh -1.
`COc1ccc(C(=O)NCCSc2ccccc2)cc1OC` gave CSN deneddyl inh -5, FAS-TE inh -8, SKN-1 inh -1, Rin1 Abl inh 1, MT1-MMP act inh 3, Neddyl block inactive, NadD block -4, Rpn11 inh inactive and MLLE-PAM2 inh 0.

Of the compounds above, 2 contain two or more sulfur atoms.
For CCOc1ccc(S(=O)(=O)Nc2cccc(N(C)S(C)(=O)=O)c2)cc1 the results were CSN deneddyl inh 0, FAS-TE inh -4, SKN-1 inh 19, Rin1 Abl inh -2, MT1-MMP act inh -5, Neddyl block inactive, NadD block 2, Rpn11 inh inactive and MLLE-PAM2 inh -8.
For COc1ccccc1N1CCN(S(=O)(=O)c2cccc3nsnc23)CC1 the results were CSN deneddyl inh 1, FAS-TE inh 13, SKN-1 inh -11, Rin1 Abl inh -7, MT1-MMP act inh 3, Neddyl block inactive, NadD block 0, Rpn11 inh inactive and MLLE-PAM2 inh 3.

Further results follow:
Cc1ccc(OCCSCc2nnc(NC(=O)Nc3cccc(Cl)c3)s2)cc1 was read as CSN deneddyl inh 1, FAS-TE inh 2, SKN-1 inh 7, Rin1 Abl inh -1, MT1-MMP act inh -27, Neddyl block inactive, NadD block 5, Rpn11 inh inactive and MLLE-PAM2 inh -30.
For CC1C(=O)C(C)C(c2ccc([N+](=O)[O-])cc2)NC1c1ccc([N+](=O)[O-])cc1 (centres undefined) the results were CSN deneddyl inh -1, FAS-TE inh 43, SKN-1 inh 2, Rin1 Abl inh 4, MT1-MMP act inh -6, Neddyl block inactive, NadD block -7, Rpn11 inh inactive and MLLE-PAM2 inh 1.
`CCOC(=O)Cc1csc(NC(=O)c2sc3nc4c(C)cc(C)cc4cc3c2N)n1` gave CSN deneddyl inh 4, FAS-TE inh -9, SKN-1 inh 6, Rin1 Abl inh -4, MT1-MMP act inh -99, Neddyl block inactive, NadD block 40*, Rpn11 inh active and MLLE-PAM2 inh 7.
`Cc1ccc(-n2c(SCn3nnc4ccccc4c3=O)nnc2-c2cccnc2)c(C)c1` gave CSN deneddyl inh 6, FAS-TE inh -9, SKN-1 inh 8, Rin1 Abl inh 5, MT1-MMP act inh -4, Neddyl block inactive, NadD block 9, Rpn11 inh inactive and MLLE-PAM2 inh -30.
Screening COc1ccc(OC)c2sc(NC(=O)c3ccc(S(=O)(=O)N(C)C)cc3)nc12 returned CSN deneddyl inh 1, FAS-TE inh -2, SKN-1 inh -1, Rin1 Abl inh 0, MT1-MMP act inh 4, Neddyl block inactive, NadD block -3, Rpn11 inh inactive and MLLE-PAM2 inh -5.
Screening CN(C)c1ccc(-c2ccnc3c2CC(C)(C(=O)NCC2CCOCC2)O3)cc1 (centres undefined) returned CSN deneddyl inh -2, FAS-TE inh -10, SKN-1 inh 13, Rin1 Abl inh -1, MT1-MMP act inh 2, NadD block -1, Rpn11 inh inactive and MLLE-PAM2 inh 18.
`O=C(NCCN1CCCCC1)c1ccco1` gave CSN deneddyl inh 2, FAS-TE inh 0, SKN-1 inh 1, Rin1 Abl inh 2, MT1-MMP act inh 2, Neddyl block inactive, NadD block -1, Rpn11 inh inactive and MLLE-PAM2 inh 5.
`CCc1cc(=O)[nH]c(-n2[nH]c(-c3ccccc3)cc2=O)n1` gave CSN deneddyl inh -3, FAS-TE inh -2, SKN-1 inh 15, Rin1 Abl inh 2, MT1-MMP act inh 13, Neddyl block inactive, NadD block 0, Rpn11 inh inactive and MLLE-PAM2 inh -2.
`CC(C)CCc1noc(CN2CCC(CCN3CCCC3=O)CC2)n1` gave CSN deneddyl inh -2, FAS-TE inh -1, SKN-1 inh -1, Rin1 Abl inh -2, MT1-MMP act inh 2, Neddyl block inactive, NadD block 0, Rpn11 inh inactive and MLLE-PAM2 inh 5.
`CCCCn1c(SCC(=O)Nc2nnc(C(C)C)s2)nc2c1c(=O)n(C)c(=O)n2C` gave CSN deneddyl inh 0, FAS-TE inh 6, SKN-1 inh -5, Rin1 Abl inh 1, MT1-MMP act inh -11, Neddyl block inactive, NadD block -2, Rpn11 inh inactive and MLLE-PAM2 inh 8.
For Cc1cc(C)c(S(=O)(=O)N2CCN(C(=O)c3cc4ccccc4o3)CC2)c(C)c1 the results were CSN deneddyl inh 0, FAS-TE inh 13, SKN-1 inh 3, Rin1 Abl inh -1, MT1-MMP act inh 3, Neddyl block inactive, NadD block -7, Rpn11 inh inactive and MLLE-PAM2 inh 11.
For Cc1cc(OC(=O)c2c(Cl)cc(Cl)cc2Cl)nc(C)n1 the results were CSN deneddyl inh 1, FAS-TE inh -1, SKN-1 inh -21, Rin1 Abl inh -4, MT1-MMP act inh -1, Neddyl block inactive, NadD block 0, Rpn11 inh inactive and MLLE-PAM2 inh -2.
For CC1=NN(C(=O)COc2ccc(C)c(C)c2)C(O)(c2ccc(Cl)cc2)C1 (centres undefined) the results were CSN deneddyl inh -15, FAS-TE inh 6, SKN-1 inh 4, Rin1 Abl inh -1, Neddyl block inactive, NadD block 2, Rpn11 inh inactive and MLLE-PAM2 inh 16.
Screening CSc1nc(Sc2ccccc2Cl)c2ccccc2n1 returned CSN deneddyl inh 9, FAS-TE inh 22, SKN-1 inh 8, Rin1 Abl inh -165, MT1-MMP act inh -7, Neddyl block inactive, NadD block 9, Rpn11 inh inactive and MLLE-PAM2 inh 23.
O=C(CSCc1ccc([N+](=O)[O-])cc1)NC1CC2CCC1C2 (centres undefined) was read as CSN deneddyl inh -5, FAS-TE inh 3, SKN-1 inh 7, Rin1 Abl inh -1, MT1-MMP act inh 2, Neddyl block inactive, NadD block 2, Rpn11 inh inactive and MLLE-PAM2 inh 9.
